PG9 Ab binder – PG9 antibody binding by small molecule; 360,000 tested, 0.43% active; inhibition, % at 6.7 µM; TR-FRET gp120-PG9 antibody binding; in the data active = inhibition above about 8.5%
LEDGF integ inh – blocks HIV-1 LEDGF/p75-dependent DNA integration; TR-FRET IN-LEDGF/p75 DNA integration, Eu/Cy5; inhibition, % at 3.7 µM; 370,000 tested, 0.64% active;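 active = inhibition above the screen-wide mean plus 3 SD, cut at about 13% in these data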;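 also: signal is the Cy5 over europium emission ratio at 671 and 618 nm; 0% = plate median of compound wells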
HTRA1 inh – inhibitors of human serine peptidase HTRA1. inhibition, % at 5.96 µM. 340,000 tested, 0.5% active. recombinant HTRA1, FP-rhodamine activity-based probe, fluorescence polarization. Q92743; in the data active = inhibition above about 36%;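 also: 0% = enzyme with DMSO and 100% = wells lacking enzyme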
UHRF1 binding – UHRF1 methyl-DNA binding inhibition | Q96T88 | UHRF1 binding to methylated oligo, TR-FRET | inhibition, % at 4.4 µM | 370,000 tested, 0.75% active | AID 687016; in the data active = inhibition above about 21%;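 also: UHRF1 SRA domain binding a hemimethylated CpG hairpin DNA probe; 0% = median of test compound wells and 100% = reference inhibitor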
Target sequence (Q96T88 whole entry, looked up, the tested form may be a part): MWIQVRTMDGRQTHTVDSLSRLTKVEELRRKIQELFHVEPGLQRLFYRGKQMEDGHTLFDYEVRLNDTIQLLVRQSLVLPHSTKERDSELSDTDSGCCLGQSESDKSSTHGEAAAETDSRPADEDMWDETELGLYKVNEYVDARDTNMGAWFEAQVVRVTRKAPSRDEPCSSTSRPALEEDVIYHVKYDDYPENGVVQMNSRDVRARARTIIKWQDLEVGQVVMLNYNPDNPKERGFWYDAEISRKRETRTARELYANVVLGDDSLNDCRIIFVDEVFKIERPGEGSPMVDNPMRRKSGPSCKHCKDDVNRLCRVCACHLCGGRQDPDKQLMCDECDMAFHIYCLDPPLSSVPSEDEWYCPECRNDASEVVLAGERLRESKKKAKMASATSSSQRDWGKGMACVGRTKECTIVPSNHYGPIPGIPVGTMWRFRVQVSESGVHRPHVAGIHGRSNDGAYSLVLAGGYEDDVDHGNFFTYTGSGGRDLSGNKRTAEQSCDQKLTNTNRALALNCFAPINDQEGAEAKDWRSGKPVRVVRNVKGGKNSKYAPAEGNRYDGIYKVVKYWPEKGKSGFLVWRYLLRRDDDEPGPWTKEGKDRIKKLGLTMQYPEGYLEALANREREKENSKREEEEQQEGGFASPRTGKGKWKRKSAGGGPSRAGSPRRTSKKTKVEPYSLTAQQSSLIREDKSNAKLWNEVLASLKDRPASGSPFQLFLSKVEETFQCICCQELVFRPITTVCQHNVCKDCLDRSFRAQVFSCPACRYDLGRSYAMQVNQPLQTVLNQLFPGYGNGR
PRMT1 FP inh – blocks human protein arginine methyltransferase 1; Q99873; recombinant PRMT1, activity-based probe fluorescence polarization; inhibition, % at 2.79 µM; 370,000 tested, 1.3% active;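 active = inhibition above about 21% made by adding two undisclosed values, limit read from the data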
rCAG RNA binder – r(CAG) repeat RNA binding | TO-PRO-1 dye displacement fluorescence | inhibition, % at 3 µM | 370,000 tested, 1.3% active | AID 651821;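 active = inhibition above the plate cutoff, the mean of all test compounds on that plate plus 3 SD, cut at about 35% in these data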;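 also: 0% = DMSO alone and 100% = 100 µM mitoxantrone as full dye displacement; higher means more dye released from RNA so lower well fluorescence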
NR1D1 modulator – Rev-erb alpha (human) modulation; P20393; Rev-erbα–FITC-DNA binding, fluorescence polarization, 90 min; activity, % at 10 µM; 370,000 tested, 0.79% active;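 active = activity above about 14%, limit read from the data; passing the limit was not always enough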;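 also: 0% = DMSO wells with 35 nM protein and 100% = DMSO wells with 750 nM protein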
mABHD4 FP – inhibitors of mouse ABHD4. purified mABHD4, FP-Rh probe fluorescence polarization. inhibition, % at 8.92 µM. 370,000 tested, 0.54% active. AID 720543;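 active = inhibition exceeding the mean over every tested compound plus 3 SD, cut at about 30% in these data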;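 also: 0% = plate median of compound wells and 100% = S159A mutant with DMSO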
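system = mouse ABHD4 enzyme, wild type | medium = HEPES pH 7.0, NaCl, Pluronic buffer | also added = FP-Rh probe | incubation = Enzyme–compound pre-incubation 45 min, then probe 60 min, both 25 °C | technique = fluorescence polarization, excitation 525 nm, emission 598 nm, BODIPY TMR filters | controls = S159A mutant high control, sample median low control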
MBD2 DNA inh – blocks human MBD2 binding to methylated DNA; Q9UBB5; TR-FRET, MBD2 binding to methylated oligonucleotide; inhibition, % at 4.4 µM; 370,000 tested, 0.31% active; in the data active = inhibition above about 13%
TCR-CD3 inh – blocks the human TCR-CD3 interaction; TAMRA-labeled TCR probe fluorescence, biochemical; inhibition, % at 9.4 µM; 360,000 tested, 0.37% active; in the data active = inhibition above about 19%;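 also: recombinant mutant TCR 2C K166C tagged with TAMRA read by polarization; 0% = receptor in buffer alone and 100% = receptor with positive control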
Starred values were filed as active, the others as inactive; / = not tested or not shown.

no.	structure	PG9 Ab binder	LEDGF integ inh	HTRA1 inh	UHRF1 binding	PRMT1 FP inh	rCAG RNA binder	NR1D1 modulator	mABHD4 FP	MBD2 DNA inh	TCR-CD3 inh
1	CC(=O)N1CCN(S(=O)(=O)c2cccc(C(=O)Nc3ccc(F)c(F)c3)c2)CC1	1.0	-5	-5	-1	3	3	-2	-2	-3	-4
2	CCCCc1ccc(NC(=O)CSc2nc(=O)n(CCN3CCOCC3)c3c2CCC3)cc1	-0.3	-3	-2	-2	0	-3	2	-5	0	-8
3	CN(CCc1ccccn1)C1CCCN(S(=O)(=O)c2ccccc2Cl)C1 (stereo unspecified)	1.5	-4	2	-2	1	-6	-4	0	0	-4
4	Cc1ccc(-c2c(C)n([O-])c3c([n+]2=O)CCCC3)o1	0.4	-1	3	-2	-1	1	1	-4	-6	3
5	CN(C)C(=S)NC(=O)C12CC3(C)CC(C)(CC(C)(C3)C1)C2	-2.9	6	/	-3	-6	-3	2	-5	-7	-4
6	COc1ccc2[nH]c3c(=O)n(CCCN4CCOCC4)cnc3c2c1	-0.8	-2	10	8	-2	-1	1	6	-1	3
7	COc1ccc(C(CCO)NC(=O)c2cccs2)cc1OC (stereo unspecified)	0.0	2	-1	3	-2	2	0	-8	-1	-5
8	COc1cc(/C=C/C(=O)OCC(=O)Nc2c(C)n(C)n(-c3ccccc3)c2=O)cc(OC)c1OC	-1.6	0	6	-1	-1	1	-1	-1	-10	-5
9	O=C(COc1ccc(F)cc1)NCCN1CCCC1	-1.0	-3	0	-1	1	-2	-1	6	1	-7
10	CC1(C(=O)NNC(=O)C2CCCCC2)CC1(Cl)Cl (stereo unspecified)	-0.5	-2	4	7	4	3	-10	1	6	-1
11	COc1ccc(OC)c(C2=NOC(C(=O)NCc3ccco3)C2)c1 (stereo unspecified)	2.0	2	-3	-1	2	0	2	10	-2	9
12	Cc1ccc(-c2nnn3c2nc(NCCc2ccc(S(N)(=O)=O)cc2)c2ccccc23)cc1	4.0	-3	1	1	-3	5	48*	9	-2	6
13	N#CCSc1ccccc1NC(=O)COC(=O)CCNC(=O)c1ccc([N+](=O)[O-])cc1	-2.3	3	6	4	-1	0	5	2	2	2
14	COc1ccc(C(Nc2ccc(S(=O)(=O)NCC3CCCO3)cc2)C(=O)NC(C)(C)C)cc1OC (stereo unspecified)	-0.5	0	5	0	-4	-3	7	4	0	5
15	O=C(CSc1nnc(-c2ccccc2)o1)Nc1ccccc1F	-0.7	-2	2	0	-3	0	-2	-1	0	-2
16	CCc1cccc(CC)c1-n1c(-c2cccnc2)n[nH]c1=S	1.2	-3	7	-3	2	2	-1	-1	1	0
17	CCc1ccccc1CC1CN(Cc2ccccc2)Cc2ccccc2N1c1ccc(OC)cc1 (stereo unspecified)	-1.1	-3	/	-1	-2	4	-8	-1	-3	2
18	COc1ccc(/C=C(/NC(=O)c2ccccc2)C(=O)Nc2cccc(C(=O)O)c2)cc1	-0.9	2	0	-3	2	6	-4	2	0	-5
19	Cc1ccc(S(=O)(=O)C2(C(=O)Nc3ccc(Br)cc3)CC2)cc1	-0.9	-2	-5	0	-1	0	3	1	-2	1
20	CCC(=O)Nc1ccccc1C(=O)N1CCOCC1	-1.7	-2	0	-1	-1	-1	-7	-3	5	7
21	COc1ccc(CCNC(=O)CO/N=C/c2cc3c(cc2Br)OCO3)cc1OC	0.4	-1	-1	1	-2	-8	-2	4	5	-3
22	O=C(O)c1ccc(C=NN=Cc2ccco2)cc1	-1.2	-3	2	4	8	5	3	-9	7	-4
23	Cc1ccc(NC(=O)CN(C)CC(=O)Nc2cccc(F)c2)cc1[N+](=O)[O-]	1.3	0	-12	-1	2	-4	-1	-3	-1	-4
24	O=C(CSc1nnc(-c2ccco2)n1Cc1ccccc1)c1ccccc1	-1.9	1	-17	-2	-1	-2	0	2	4	-2
25	O=C(Nc1ccccc1)C1CCOC1=O (stereo unspecified)	-0.1	6	/	1	-7	2	-3	-10	3	0
26	CCC(C)NC(=O)C1CCN(c2nc(C)cc(C)n2)CC1 (stereo unspecified)	-2.3	-2	7	-1	-3	2	-8	6	-6	1
27	COc1ccc2c(c1)Cc1sc(NC(=O)c3cccnc3)nc1-2	-2.0	-5	5	-6	-2	1	3	10	-2	3
28	CCN(CC)c1ccc(/C=N/OCC(=O)Nc2cccc(C)c2)cc1	-1.7	4	-23	-3	-9	-1	6	-9	-6	5
29	CCOC(=O)Cc1nnc(NC(=O)C(CC)Sc2nnc3c4ccccc4n(C)c3n2)s1 (stereo unspecified)	-0.8	2	-11	-2	1	8	4	3	-4	-2
30	COc1cccc(C(=O)Nn2cnnc2)c1	-1.2	0	5	-1	-1	-1	-1	3	1	4
31	Cc1ccc2c(c1)cc(CN(Cc1ccc3c(c1)OCO3)C(=O)c1cnccn1)c1nnnn12	-1.5	3	5	3	-2	1	-2	0	0	-2
32	COc1cc2c(cc1OC)CC(=O)N(C)CC2	-1.3	-1	6	-2	1	1	-1	4	0	0
33	Cc1ccccc1-n1cc(C(=O)c2cc(Cl)ccc2O)cc(C#N)c1=O	-1.4	1	-9	-1	-4	16	5	-8	2	3
34	COc1ccc(OC)c(N(C(=O)c2snc(C(N)=O)c2N)C(C(=O)NCC2CCCO2)c2ccc3ncccc3c2)c1 (stereo unspecified)	-0.8	-7	-2	0	4	1	-3	7	-1	-1
35	COCCN1C(=O)c2oc3cc(C)c(C)cc3c(=O)c2C1c1cccc(O)c1 (stereo unspecified)	0.2	0	-5	-1	0	-2	1	5	1	-2
36	CC(CC(=O)O)CC(=O)Nc1nncs1 (stereo unspecified)	0.2	4	1	-3	-7	-2	-3	-1	-2	-3
37	CC(=O)c1ccc(N2C(=O)[C@@H]3C(C(=O)CCN4C(=O)c5ccccc5C4=O)=NN[C@@H]3C2=O)cc1	-1.9	1	3	-1	0	5	5	-5	-8	0
38	Cc1ccccc1CSc1nnc(-c2ccncc2)n1C	-1.0	-2	1	0	2	3	-3	4	3	-11
39	Cc1nc(N)sc1-c1csc(Nc2cc(N(C)C)ccc2Cl)n1	-0.6	2	36	-4	20	34	-11	21	2	10
40	O=C1c2ccccc2NC(c2cn[nH]c2-c2ccc(Cl)cc2)N1O (stereo unspecified)	0.9	-3	10	0	5	2	1	-5	3	4

10 entries from above, with one line to a screen:
31) Cc1ccc2c(c1)cc(CN(Cc1ccc3c(c1)OCO3)C(=O)c1cnccn1)c1nnnn12
32) COc1cc2c(cc1OC)CC(=O)N(C)CC2
33) Cc1ccccc1-n1cc(C(=O)c2cc(Cl)ccc2O)cc(C#N)c1=O
34) COc1ccc(OC)c(N(C(=O)c2snc(C(N)=O)c2N)C(C(=O)NCC2CCCO2)c2ccc3ncccc3c2)c1 (stereo unspecified)
35) COCCN1C(=O)c2oc3cc(C)c(C)cc3c(=O)c2C1c1cccc(O)c1 (stereo unspecified)
36) CC(CC(=O)O)CC(=O)Nc1nncs1 (stereo unspecified)
37) CC(=O)c1ccc(N2C(=O)[C@@H]3C(C(=O)CCN4C(=O)c5ccccc5C4=O)=NN[C@@H]3C2=O)cc1
38) Cc1ccccc1CSc1nnc(-c2ccncc2)n1C
39) Cc1nc(N)sc1-c1csc(Nc2cc(N(C)C)ccc2Cl)n1
40) O=C1c2ccccc2NC(c2cn[nH]c2-c2ccc(Cl)cc2)N1O (stereo unspecified)
Assay by compound | 31 | 32 | 33 | 34 | 35 | 36 | 37 | 38 | 39 | 40
PG9 Ab binder | -1.5 | -1.3 | -1.4 | -0.8 | 0.2 | 0.2 | -1.9 | -1.0 | -0.6 | 0.9
LEDGF integ inh | 3 | -1 | 1 | -7 | 0 | 4 | 1 | -2 | 2 | -3
HTRA1 inh | 5 | 6 | -9 | -2 | -5 | 1 | 3 | 1 | 36 | 10
UHRF1 binding | 3 | -2 | -1 | 0 | -1 | -3 | -1 | 0 | -4 | 0
PRMT1 FP inh | -2 | 1 | -4 | 4 | 0 | -7 | 0 | 2 | 20 | 5
rCAG RNA binder | 1 | 1 | 16 | 1 | -2 | -2 | 5 | 3 | 34 | 2
NR1D1 modulator | -2 | -1 | 5 | -3 | 1 | -3 | 5 | -3 | -11 | 1
mABHD4 FP | 0 | 4 | -8 | 7 | 5 | -1 | -5 | 4 | 21 | -5
MBD2 DNA inh | 0 | 0 | 2 | -1 | 1 | -2 | -8 | 3 | 2 | 3
TCR-CD3 inh | -2 | 0 | 3 | -1 | -2 | -3 | 0 | -11 | 10 | 4

More records.
no.	structure	PG9 Ab binder	LEDGF integ inh	HTRA1 inh	UHRF1 binding	PRMT1 FP inh	rCAG RNA binder	NR1D1 modulator	mABHD4 FP	MBD2 DNA inh	TCR-CD3 inh
41	Cc1cc(N2CC(C(=O)NCc3cccnc3)CC2=O)ccc1C(C)C (stereo unspecified)	1.0	4	2	4	1	0	-8	1	-4	-1
42	O=S(=O)(NC1CCCCC1NS(=O)(=O)c1ccc(F)cc1)c1ccc(F)cc1 (stereo unspecified)	0.9	0	1	4	3	4	-7	-5	-2	-8
43	CCOC(=O)Cc1csc(NC(=O)Cc2ccc([N+](=O)[O-])cc2)n1	-1.9	1	0	2	-1	4	2	10	2	0
44	O=c1oc2ccccc2cc1-c1csc(Nc2nc3c(F)cccc3s2)n1	3.3	3	-14	1	-5	13	-14	2	2	5
45	O=C(OC1CCOC1=O)c1ccc(N2CCCC2)c([N+](=O)[O-])c1 (stereo unspecified)	-0.9	1	8	-4	5	1	7	-5	2	-3
46	CCCCCOc1ccc(C(C)(O)C(CN2CCOCC2)c2ccccc2)cc1 (stereo unspecified)	-7.1	-6	-21	0	-1	-3	7	7	3	3
47	CCOC(=O)CC(NC(=O)Cn1nnc(-c2ccccc2)n1)c1ccc(OC)cc1 (stereo unspecified)	-0.2	2	-4	2	3	-2	-1	1	2	-5

Bioassay records (PubChem)

Some of the compounds tested, so the mix of outcomes need not match the whole.
